Assay outcomes deposited in PubChem by National Center for Advancing Translational Sciences (NCATS).
FLuc counter: qHTS profiling assay for firefly luciferase inhibitor/activator using purifed enzyme and Km concentrations of substrates (counterscreen for miR-21 project); Luciferin 4-monooxygenase (Photinus pyralis), P08659; purified FLuc, Km substrates, luminescence inhibition; Potency, µM (top dose mostly 57.5 µM), for the others: top-dose activity change, negative = inhibition, usual class: inhibitors; 6.9% of 360,000 active; AID 588342, 2011;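 note: potency is the fitted concentration of half-maximal effect; plate controls were vehicle for no effect and reference inhibitor for full effect; nearly all actives have a fitted effect of over 55% in size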
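Purified P. pyralis luciferase (10nM final) with 10uM D-luciferin and 10uM ATP (Km levels) in 50mM Tris acetate pH 7.5, 10mM Mg acetate, 0.01% Tween-20, 0.05% BSA; qHTS 6-point titration, ~60 µM downward; luminescence read.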
RORg inh: qHTS for inhibitors of ROR gamma transcriptional activity | Drosophila S2 Gal4-RORgamma UAS-luciferase reporter, 20 h | Potency, µM (doses to about 53.6 µM), inactives show at the top dose activity change, negative = inhibition, actives largely listed as inhibitors | 5.4% of 310,000 active | AID 2551, 2010; note: potency is the fitted concentration of half-maximal effect; % is set by controls: 0 for no effect and ±100 for the full control effect; nearly all actives have a fitted effect of over 60% in size
Target sequence (P51450 whole entry, looked up, the tested form may be a part): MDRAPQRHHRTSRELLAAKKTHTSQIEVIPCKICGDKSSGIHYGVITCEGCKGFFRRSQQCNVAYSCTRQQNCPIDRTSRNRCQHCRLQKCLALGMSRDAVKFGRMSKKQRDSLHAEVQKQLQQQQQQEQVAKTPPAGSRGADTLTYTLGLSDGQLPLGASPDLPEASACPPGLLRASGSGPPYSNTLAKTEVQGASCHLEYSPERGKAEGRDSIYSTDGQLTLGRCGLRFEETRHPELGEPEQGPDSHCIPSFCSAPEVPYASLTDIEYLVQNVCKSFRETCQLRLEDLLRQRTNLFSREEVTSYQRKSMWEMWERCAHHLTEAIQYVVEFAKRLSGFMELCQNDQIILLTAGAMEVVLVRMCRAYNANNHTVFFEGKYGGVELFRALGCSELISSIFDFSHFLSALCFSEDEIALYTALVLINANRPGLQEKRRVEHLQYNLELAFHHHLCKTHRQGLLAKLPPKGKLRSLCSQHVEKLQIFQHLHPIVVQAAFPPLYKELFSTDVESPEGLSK
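Luciferase reporter read in Schneider cells carrying Gal4-RORγ (mouse) and UAS-Photinus luciferase; cells given compound 1 h before 700 uM copper sulfate induction, then incubated 20 h at ambient temperature.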
uPA generation: qHTS for Inhibitors of Cell Surface uPA Generation; Potency, µM (doses to about 38.3 µM), for the others: at the top dose activity change, negative = inhibition, usual class: inhibitors; AID 540303, 2011; 0.31% of 330,000 active; cell surface uPA generation assay, qHTS; active = well fitted inhibition curve with a large enough effect; inconclusive = small, poorly fitted or top-dose-only effect; inactive = no such curve, though single readings can be large or run the other way; tested in mouse RAW 264.7 cells; note: potency is the fitted concentration of half-maximal effect; % is set by controls: 0 for no effect and ±100 for the full control effect; nearly all actives have a fitted effect of over 55% in size
KCNH2 3.1 block: qHTS for Inhibitors of KCHN2 3.1: Mutant qHTS | Potassium voltage-gated channel subfamily H member 2, brain isoform KCNH2 3.1 (human) | activity change, % (tested at about 1.8 µM) | U2OS KCNH2 3.1, thallium flux FluxOr; hits give low values | 0.95% of 340,000 active;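 active = maximum activity change below -70%; inconclusive = maximum activity change from -70% to -50%; inactive = maximum activity change above -50%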;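 note: thallium influx rate constant from kinetic fluorescence after stimulation buffer; % is set by controls: 0 for no effect and ±100 for the full control effect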
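Channel expression came from 3.1 mutant virus (1.77 x 10^8 /mL) applied to suspended U2OS cells for 4 h. Flux was tracked with FluxOr dye plus Red40 quencher, and kinetic rate constants normalized to controls.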
FBPA coupling cs: qHTS Assay for Inhibitors of Fructose-1,6-bisphosphate Aldolase from Giardia Lamblia: Coupling assay counterscreen; coupling enzyme system counterscreen, AmpLite Red fluorescence; 0.67% of 290,000 active; activity change, negative = inhibition, % at 58.2 µM, hits read low; in the data active = activity change below about -30%; note: % is set by controls: 0 for no effect and ±100 for the full control effect
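Counterscreen of the coupled detection system alone, without aldolase: glyceraldehyde-3-phosphate coupling enzymes plus AmpLite Red readout. Compounds at 57.5 uM final, 10 min RT preincubation, 20 min RT reaction, fluorescence 525/598 nm.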
Rab9 prom act: qHTS Assay for Rab9 Promoter Activators; Huh7 Rab9 promoter-luciferase reporter, luminescence, 24 h; Potency, µM (series often up to 9.22 µM), for the others: at the highest dose activation, negative = inhibition, usual class: activators; 2.8% of 320,000 active; note: potency is the fitted concentration of half-maximal effect; % of control where 0% means no effect; nearly all actives have a fitted effect of over 60% in size
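Cell-based reporter: Huh7 stable for Rab9 promoter-driven luciferase, plated in reduced-serum medium with 10% FBS at 1500 cells/well, compound-treated 24 h at 37 °C, luminescence read after 10 min reagent.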
ELG1 genotox: qHTS screen for small molecules that induce genotoxicity in human embryonic kidney (HEK293T) cells expressing luciferase-tagged ELG1 | 1.3% of 330,000 active | Potency, µM (top dose mostly 46 µM), inactives show at the highest dose activity change, positive = activation, usual class: activators | HEK293T ELG1-luciferase reporter, luminescence, 16 h; note: potency is the fitted concentration of half-maximal effect; % of control where 0% means no effect; nearly all actives have a fitted effect of over 60% in size
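HEK293T cells expressing luciferase-tagged ELG1 were exposed to compound or DMSO vehicle for 16 hr at 37 °C and 5% CO2. Luciferase activity was then measured with ONE-Glo after 30 min at room temperature.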
Giardia killer: Small Molecules that selectively kill Giardia lamblia: qHTS. AID 540267, 2011. Giardia lamblia trophozoite viability. 0.15% of 340,000 active. activity change, % at 7.66 µM, hits read low; in the data active = activity change below about -80%; inconclusive = between about -30% and that limit;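 note: parasites exposed to compound for two days anaerobically before the ATP read; % is set by controls: 0 for no effect and ±100 for the full control effect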
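Each well holds 100 Giardia trophozoites and compound. After two days (48 hrs) at 37 deg C in anaerobic conditions, ATP is quantified by luminescence.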
NPC1 promoter act: qHTS Assay for NPC1 Promoter Activators. 2.4% of 320,000 active. Potency, µM (titrated, usually from 9.22 µM), for inactives: at the highest dose activation, hits mostly activators. Huh7 NPC1 promoter luciferase reporter, 24 h;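 note: potency is the fitted concentration of half-maximal effect; % of control where 0% means no effect; nearly all actives have a fitted effect of over 60% in size; reporter is driven by a mutant NPC1 promoter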
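Quantitative HTS used a cell-based reporter: Huh7 cells stably bearing the NPC1 promoter upstream of luciferase were treated with compounds for 24 h, and promoter activation was read as luminescence.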
Tb PFK inh: qHTS Assay to Find Inhibitors of T. brucei phosphofructokinase | 0.17% of 330,000 active | AID 485367, 2010 | Potency, µM (top dose mostly 57.5 µM), for the others: at the top dose activity, negative = inhibition, actives largely listed as inhibitors | ATP-dependent 6-phosphofructokinase (Trypanosoma brucei brucei), O15648 | T. brucei PFK, ADP-Glo luminescence;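 note: potency is the fitted concentration of half-maximal effect; 0% = uninhibited 1x PFK enzyme wells and -100% = no-enzyme wells; nearly all actives have a fitted effect of over 60% in size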
Target sequence (O15648 whole entry, looked up): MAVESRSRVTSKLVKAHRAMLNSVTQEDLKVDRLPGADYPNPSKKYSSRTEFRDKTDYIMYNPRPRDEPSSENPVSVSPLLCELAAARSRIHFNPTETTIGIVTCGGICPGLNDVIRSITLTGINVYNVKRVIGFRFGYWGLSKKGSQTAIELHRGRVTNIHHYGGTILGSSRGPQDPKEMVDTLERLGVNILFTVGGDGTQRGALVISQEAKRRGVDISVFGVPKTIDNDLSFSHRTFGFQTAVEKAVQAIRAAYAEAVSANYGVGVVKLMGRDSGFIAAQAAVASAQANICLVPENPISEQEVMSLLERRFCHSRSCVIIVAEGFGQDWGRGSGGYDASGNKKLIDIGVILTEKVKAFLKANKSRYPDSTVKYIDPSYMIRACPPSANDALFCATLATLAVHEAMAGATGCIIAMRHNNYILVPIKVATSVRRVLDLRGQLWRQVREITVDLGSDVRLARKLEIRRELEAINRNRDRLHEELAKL
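Compounds were pin-transferred as a titration series up to 57 uM into substrate buffer (0.5 mM F6P, 0.1 mM ATP, pH 8.0), then 1.25 nM PFK was added and reactions ran 45 min before ADP-Glo detection.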
Gal4-VP16 FLuc: VP16 counterscreen qHTS for inhibitors of ROR gamma transcriptional activity; Potency, µM (series often up to 53.6 µM), inactives show at the highest dose activity, negative = inhibition, most hits filed as inhibitors; 3.5% of 310,000 active; AID 2546, 2010; Drosophila S2 Gal4-VP16 UAS-luciferase, luminescence, 20 h;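 note: Gal4-VP16 expression switched on by copper sulfate through the metallothionein promoter; potency is the fitted concentration of half-maximal effect; % is set by controls: 0 for no effect and ±100 for the full control effect; nearly all actives have a fitted effect of over 50% in size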
* = called active by the depositor; u = inconclusive; x = not tested or not shown; [ ] = dose if it differs, or a comment. Unless noted, calls come from the whole dose curve; as a rule, active = well fitted curve in the direction sought with a large enough effect; inconclusive = small, poorly fitted or top-dose-only effect, or another doubt; inactive = no such curve, though single readings can be large; an effect the other way counts as inactive or inconclusive.

Order of results – FLuc counter	RORg inh	uPA generation	KCNH2 3.1 block	FBPA coupling cs	Rab9 prom act	ELG1 genotox	Giardia killer	NPC1 promoter act	Tb PFK inh	Gal4-VP16 FLuc
NC(=O)CC[C@@H]1NC(=O)[C@H](Cc2ccc(O)cc2)NC(=O)c2cc([N+](=O)[O-])cc(F)c2OCC[C@@H](C(N)=O)NC1=O
→ 4%	12%	8%	5	4	-3%	-1%	32[activator]	-4%	-1%	9%
COc1cc(OC)cc(-c2nc(-c3ccccc3)no2)c1
→ -14%[2.3 µM]	2%	11%	-5	1	u	u	-10	u	10%	0%
CCCCNC(=O)NNC(=O)c1ccco1
→ 6%	-10%	3%	-10	1	2%	-1%	-14	2%	5%	-6%
CCc1nc(Cl)c(C#N)c2c1CSC(C)(C)C2
→ 5%	19%	-17%	3	2	-3%	-1%	3	-1%	-7%	-6%
CCC1=Nc2cc(C(=O)NCc3ccco3)ccc2Sc2ccc(C)cc21
→ 2%	14%[10 µM]	-7%	-4	0	-34%[inhibitor]	15%	-11	-13%	1%	8%
Cc1ccc2oc(=O)c3cnn(CC(=O)N4CCN(c5ccccn5)CC4)c3c2c1
→ 5%	-23%	26%	15	4	4%	12%	6	1%	-1%	-4%
Cc1ccc(NC(=O)c2ccc(CSc3nnc(-c4ccncc4)n3C)cc2)cc1
→ 1.9µM*	29%	-4%	1	7	29%	18%	-12	17%	0%	7%
Cc1csc(C(=O)O)c1NC(=O)c1ccc(F)cc1
→ 0%	-10%	11%	1	0	-4%	-1%	0	1%	4%	-2%
O=C(CSc1nc2ccccc2c(=O)n1CCC(=O)N1CCN(c2ccccc2)CC1)NCC1CCCO1 (stereo unspecified)
→ 4%	19%	7%	1	1	-3%	-12%	0	-3%	2%	1%
CCOC(=O)C1=C(NC(=O)c2ccc(Br)o2)Nc2ccccc2N=C1
→ -8%	15%	-4%	4	0	10%	-2%	-10	3%	-3%	-1%
COC(=O)C1(Cc2cc(-c3ccc(OC)cc3OC)no2)CCN(C(=O)OC(C)(C)C)CC1
→ u	29%	-11%	5	-1	-1%	-10%	4	-2%	0%	-1%
CCC(Oc1ccccc1)C(=O)Nc1ccc(S(=O)(=O)Nc2ncccn2)cc1 (stereo unspecified)
→ 1%	-21%	-2%	8	4	0%	0%	u	0%	4%	20%
O=C(CSc1ncccn1)NCc1ccc(Cl)cc1
→ u	33%	-10%	3	-1	25%	15%	6	13%	-21%	-1%
CCOCCc1nnc(NC(=O)c2cc(OC)c(OC)c(OC)c2)s1
→ 0%	-15%	3%	-1	0	2%	3%	-18	-1%	-2%	-9%
O=C(NC(=S)N1CCN(c2ccccn2)CC1)c1ccco1
→ 7%	0.18µM*	2%	1	1	-2%	-1%	-13	0%	-1%	3.2µM*
NC(=O)c1coc(-c2ccccc2)n1
→ -10%	9%	4%	13	2	2%	2%	7	-1%	0%	-2%
COc1ccc(CCNC(=O)CN2CCC(C(N)=O)CC2)cc1
→ -2%	-19%	-9%	2	1	3%	1%	7	-2%	-5%	-8%
COc1ccc(N2CC(=O)N(c3ccccc3)C2=S)cc1
→ -15%	33%	-3%	-14	1	15%	4%	6	8%	-9%	u
O=[N+]([O-])c1cc([N+](=O)[O-])c2cc3ccccc3nc2c1
→ 3%	3.2µM*	-1%	-10	-5	-40%[inhibitor]	2%	-21	-17%	-3%	2.8µM*
COc1ccc(NC2=NCCC2)cc1
→ -4%	0%	4%	20	1	-4%	-1%	-16	-5%	2%	-4%
CCOc1ccccc1NC(=O)CSc1nnc(Cn2c(=O)sc3ccccc32)n1C
→ 0%	0%	3%	-2	3	-2%	3%	14	-1%	0%	-6%
CCOc1ccccc1N(CC(=O)N1CCC(C)CC1)S(=O)(=O)c1ccc(C)cc1
→ 2%	33%	11%	2	x	-1%	0%	-8	0%	-4%	-7%
Cc1ccc(CN2CCC(CO)(CC3CCCCO3)CC2)o1 (stereo unspecified)
→ 1%	-17%	-5%	-6	1	9%	2%	0	-4%	3%	-11%
Cc1ccc(NC(=O)C2C3CC4OC(=O)C2C4C3)cc1Cl (stereo unspecified)
→ -12%	1%	-7%	5	1	2%	0%	-6	3%	8%	6%
CCC(=O)c1ccc(N2CCCC2)c(F)c1
→ 17µM*	u	-1%	1	2	29%	12%	-13	9%	-7%	u
O=C(NC1CCN(C(=S)NCc2ccco2)CC1)C12CC3CC(CC(C3)C1)C2
→ 9%	33%	3%	-4	3	1%	-13%	11	0%	-3%	-8%
Cc1ccc(-c2cc(C)nc3ncnn23)cc1
→ -2%	-3%	-16%	3	0	6%	8%	8	-3%	-6%	-2%
Cc1ccc(C(=O)/C=C/N(C)C)o1
→ 2%	7%	-1%	41	-1	0%	1%	20	0%	-2%	0%
Cc1cccc(CC2CC(=O)N(c3nc4ccccc4s3)C2=O)c1 (stereo unspecified)
→ u	33%	1%	-33	0	-2%	-5%	2	0%	-11%	5%
COC(=O)CSc1nc2c(cnn2-c2ccc(F)cc2)c(=O)[nH]1
→ -1%	33%	-1%	-6	0	4%	2%	2	2%	1%	21%
CCN(CC(=O)NC(C)(C)C)C(=O)COc1c(Cl)cc(Cl)c2ccc(C)nc12
→ -1%	1.3µM*	-27%	4	-8	-10%	10%	1	-9%	4%	3.2µM*
CC1(C)Oc2ccc(C(=O)N3CCOCC3)cc2N(CC(=O)N2CCOCC2)C1=O
→ 3%	-25%	0%	-8	2	-6%	1%	7	-1%	1%	-3%
COc1ccc(S(=O)(=O)NCCc2nnc3ccc(SCC(=O)Nc4nc(C)cs4)nn23)cc1
→ 3%	14%	4%	-7	0	1%	-1%	2	-2%	-1%	0%
CC(=O)Oc1cccc(N2C(=O)c3cccc4c([N+](=O)[O-])ccc(c34)C2=O)c1
→ -1%	8.9µM*	u	-28	-2	-10%	7%	-6	-34%[inhibitor]	1%	5.6µM*
CC(=O)NCC1CCCN(c2nc3nonc3nc2N(C)Cc2ccccc2)C1 (stereo unspecified)
→ 4%	-40%	-4%	-6	2	-4%	16%	-4	-3%	3%	27%
Cc1cccc(-c2noc(CN(C(=O)CCc3ccccc3)C(C)C)n2)c1
→ 2%	35%	21%	0	-1	0%	-2%	2	2%	1%	0%
COc1ccc(NC(=O)CNS(=O)(=O)c2ccccc2)cc1Cl
→ 4%	u	11%	-1	2	2%	-1%	-2	-4%	-6%	-19%
COc1ccccc1/C=N/OC(=O)c1ccc(F)cc1
→ 3.4µM*	0%	6%	9	0	1%	3%	5	3%	7%	-2%
CCOC(=O)c1c(NC(=O)c2cccs2)sc(C(=O)N(C)C)c1C
→ -14%	6%	-6%	-7	2	1%	5%	9	-3%	-10%	-1%
CCC(C)NC(=O)c1cc(-c2ccccc2O)on1 (stereo unspecified)
→ u	42%	2%	-6	3	u	u	4	18%	5%	-4%
CN(CCC#N)C(=O)CSc1nc2scc(-c3ccccc3)c2c(=O)[nH]1
→ -1%	22%	-3%	-8	7	-8%	1%	-1	-1%	-4%	-5%
O=C(CCC(=O)c1cccs1)OCc1nnc(-c2ccccc2)o1
→ -1%	-5%	-1%	3	2	-1%	1%	-6	-1%	0%	7%
O=C1C2C3C=CC(C3)C2C(=O)N1c1n[nH]c(CCc2ccccc2)n1 (stereo unspecified)
→ -2%	7%	6%	11	1	-3%	-3%	-10	0%	-5%	-1%
c1ccc(-c2csc(Nc3nc(N4CCOCC4)nc(N4CCOCC4)n3)n2)cc1
→ 3%	2%	0%	-5	-6	-9%	1%	8	-5%	-5%	-14%
O=C(c1ccccc1)N1CCN(S(=O)(=O)c2cccc(NS(=O)(=O)c3ccccc3)c2)CC1
→ u	3%	2%	-26	17	9%	-3%	-18	1%	-7%	-10%
CCC(CC)C(=O)c1c[nH]c(C(=O)NCc2ccccc2OC)c1
→ 4%	u	u	0	1	-2%	-6%	-2	1%	5%	u
Nc1nnc(N2CCCCCC2)s1
→ -2%	5%	1%	1	2	-5%	0%	7	1%	-4%	-11%

Not a hit list. Share with any hit: about 14%.
